Screening data as filed in PubChem BioAssay.
Hsp70 inhibitors: Hsp70 inhibitors, probe displacement, primary screen, biochemical, fluorescence polarization (AID 583); Hsp70 fluorescence polarization probe displacement, mP; higher % means a stronger effect; displacement, % at 20 µM, or IC50 in µM where a hit was titrated; 140,000 compounds, 0.06% hits; in the data active means displacement above about 50%;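 further: plate controls were vehicle for no effect and reference ligand for full effect; a part of the inactive calls stands beside numbers as strong as those of hits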
MKP-3 inhibition: MKP-3 phosphatase inhibitors, primary screen, biochemical, rat enzyme, in vitro (AID 425); Dual specificity protein phosphatase 6 (Rattus norvegicus); recombinant MKP-3 phosphatase activity, fluorescence; higher % means a stronger effect; inhibition, % at 20 µM, or IC50 in µM where a hit was titrated; 110,000 compounds, 0.17% hits; in the data active means inhibition above about 50%;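 further: plate controls were vehicle for no effect and reference inhibitor for full effect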
* hit, by the source's call; · = no result given; & = joins results of further samples. The list is partial, so the mix of outcomes need not match the whole.

Under each structure: Hsp70 inhibitors | MKP-3 inhibition
> CC(Oc1ccc(Cl)cc1Cl)C(=O)Nc1ccccn1 (configuration not stated)
  5.5% | 0%
> CCN(C(=O)COC(=O)c1cc(C)n(-c2ccc(F)cc2)c1C)C1CCS(=O)(=O)C1 (configuration not stated)
  -2.9% | 1%
> Cc1ccc(NC(=O)CC2S/C(=N\N=C3/CCCc4ccccc43)NC2=O)cc1Cl (configuration not stated)
  0.2% | 5%
> CCn1c(SCC(=O)Nc2cc3oc4ccccc4c3cc2OC)nnc1-c1cccs1
  4.4% | -10%
> Cc1cc(=O)[nH]c(SCC(=O)c2ccc(Br)cc2)n1
  0.1%&-0.9% | 4%&2%
> O=c1c(-c2nc3ccccc3o2)c2oc3ccccc3n2c2ccccc12
  -11% | 1%
> Cc1nc2sc(C(c3ccc(Cl)cc3)N3CCOCC3)c(O)n2n1 (configuration not stated)
  2.5% | 12%
> O=S(=O)(c1ccc(S(=O)(=O)N(Cc2ccc(F)cc2)C2CCCC2)cc1)N1CCCC1
  0.9% | 6%
> Cc1ccc2ccc3cccc(S(=O)(=O)O)c3c2n1
  2.0% | 0%
> CCOC(=O)C1Cc2c([nH]c3ccccc23)CN1 (configuration not stated)
  -3.1% | -1%
> C=CCOc1c(Cl)cc(/C=C2/C(=O)NN(c3ccc(Br)cc3)C2=O)cc1OC
  6.2% | 7%
> Cc1cc(C)nc(NS(=O)(=O)c2ccc(NC(=O)COc3ccc4ccccc4c3)cc2)n1
  1.4% | 2%
> NC(=O)CSc1nnc(C2CC2)n1-c1ccccc1
  -1.9% | ·
> O=C(CSc1ccccn1)c1ccc2c(c1)OCO2
  -0.2% | 1%
> C=CCNC(=O)c1sc(=S)n(-c2ccc(C(=O)OCC)cc2)c1N
  5.0% | 5%
> COCC(C)n1c(C)cc(C(=O)COC(=O)c2c(C)nn(-c3ccccc3)c2C)c1C (configuration not stated)
  8.3% | 3%
> C=CCOCCN(C)C1=NS(=O)(=O)c2cc([N+](=O)[O-])ccc21
  0.0% | 2%
> CCN(CC)CCCN1C(=O)C(O)=C(C(=O)c2ccc(C)o2)C1c1cccs1 (configuration not stated)
  -3.7% | -8%
> Cc1ccccc1C(=O)Nc1sc2c(c1C(=O)O)CCC2
  0.1% | 3%
> Cc1cc(=O)[nH]c(SCC(=O)c2ccc(Br)cc2)c1C#N
  -2.3% | 5%
> O=C(NCSc1ccnc(SCNC(=O)c2ccccc2)n1)c1ccccc1
  0.9% | ·
> COc1ccc(/C(O)=C2/C(=O)C(=O)N(CCN(C)C)C2c2ccc(F)cc2)cc1Cl (configuration not stated)
  1.4% | -8%
> CC(C(=O)Nc1ccccc1-c1ccccc1)N1CCCCC1 (configuration not stated)
  -6.2% | ·
> O=C1CC(c2cc3c(cc2Br)OCO3)C2=C(CCCC2=O)N1 (configuration not stated)
  0.6% | 5%
> CCNC(=O)CN(C1CCCCC1)S(=O)(=O)c1ccc(F)cc1
  -0.3% | -12%
> O=C(N/N=C\c1cccc(O)c1)C(=O)N/N=C/c1cccc(O)c1
  -0.3% | -1%
> Cc1cc2occ(CC(=O)O)c2cc1C
  1.2% | -1%
> CCSC1=NC(C)(C)C=C(/C=C/c2ccc(Cl)cc2Cl)N1
  -1.6% | ·
> CCOc1cc(CNc2ccc3cn[nH]c3c2)ccc1OC
  -4.1% | ·
> CC(=O)Nc1c(C)ccc2nsnc12
  3.7% | 0%
> COC(=O)Cn1nc(-c2ccccc2)c2ccccc2c1=O
  -3.6% | 4%
> CCOC(=O)C1CCN(Cc2ccccc2C(F)(F)F)CC1
  2.2% | -2%
> Cc1cc(/C=C2\SC(N)=NC2=O)c(C)n1-c1ccccc1
  -14% | ·
> CNc1oc(-c2ccco2)nc1C#N
  1.2% | -2%
> CC(=O)c1c(C)c[nH]c1C
  -0.6% | -4%
> O=C(O)C1C2CCC(O2)C1C(=O)NCc1cccs1 (configuration not stated)
  -0.8% | -4%
> Cc1nc(NC(CC(C)C)C(=O)O)c2nc(C)oc2n1 (configuration not stated)
  2.4% | 1%
> O=C(O)c1ccc(COc2ccccc2Cl)cc1
  5.6% | -1%
> CC(=O)[C@@H]1[C@@H]2C(=O)N(C3CCCCC3)C(=O)[C@@H]2C2c3ccccc3C=CN21 (some centres not stated)
  16% | ·
> C=C(C)Cn1c(SCC#N)nc2ccccc2c1=O
  2.5% | -8%
> CSc1nc(N)nc(SCC(=O)c2ccc(C)cc2)c1C#N
  -0.6% | -4%
> CC(Oc1cccc2c1OC(C)(C)C2)C(=O)O (configuration not stated)
  7.1% | ·
> O=[N+]([O-])c1ccc(/C=N/c2nc3c(s2)CCCC3)cc1
  -6.0% | 0%
> C/C(=N\NC(=O)C1COc2ccccc2O1)c1cccs1 (configuration not stated)
  9.5% | ·
> O=C(c1ccccc1)N1CCCC2CCCC21 (configuration not stated)
  2.4% | -3%
> COCCNC(=O)CSc1nnc2c(Cl)cc(Cl)cn12
  -1.8% | ·
> CC1(C)C(=O)OC(C(=O)c2ccccc2)C(C)(C)C1=O (configuration not stated)
  -1.4% | -14%
> O=C(O)C1C2C=CC(C2)C1C(=O)Nc1cccc(F)c1 (configuration not stated)
  -3.7% | -2%
> CC(C)(C)NC(=O)c1cc(-c2ccccc2)n(-c2ccccc2)n1
  -2.4% | 4%
> CCOC(=O)/C=C(\C)Sc1cc(=O)oc2ccccc12
  1.2% | -7%
> Cc1cc(C)nc(SCCC(=O)N(C)C)n1
  3.4% | 4%
> O=C(CNC(=O)c1ccco1)NCC(=O)OC(C(=O)c1ccccc1)c1ccc(Cl)cc1 (configuration not stated)
  -1.0% | ·
> CCNC(=S)NCCN1CCCCC1
  3.3%&3.7% | -1%
> Nc1ccccc1-c1nc2ccccc2[nH]1
  0.4% | -1%
> COc1ccc(CCNC(=O)C2CC2(c2cccc(C)c2)c2cccc(C)c2)cc1OC (configuration not stated)
  2.7% | 3%
> Cc1cc(N/C=C/C(=O)c2cccc3ccccc23)no1
  -3.3% | 5%
> COc1cccc(/C=N/NC(=O)CSc2ccc3ccccc3n2)c1
  -7.5% | 0%
> CCOc1ccc(C(=O)N2CCSC2=S)cc1
  5.7% | ·
> C=C(C)C(=O)OC1(C(F)(F)F)Oc2cc(C)ccc2NC1=O (configuration not stated)
  0.9% | ·
> O=C(Cc1c[nH]c2ccccc12)N1CCc2ccccc21
  -3.2% | -7%

Quoted at random: 3 compounds from above, in no set order.
Under each structure: Hsp70 inhibitors | MKP-3 inhibition
> COCCNC(=O)CSc1nnc2c(Cl)cc(Cl)cn12
  -1.8% | ·
> CC(Oc1cccc2c1OC(C)(C)C2)C(=O)O (configuration not stated)
  7.1% | ·
> O=C(Cc1c[nH]c2ccccc12)N1CCc2ccccc21
  -3.2% | -7%

Remaining list, next part
Under each structure: Hsp70 inhibitors | MKP-3 inhibition
> Cc1cccc(OCCC(=O)Nc2ccc(S(=O)(=O)N3CCCC3)cc2)c1
  4.1% | -13%
> CN1C2C=C3C(C#N)=C(N)C(C#N)(C#N)[C@@H](c4ccsc4)[C@@H]3C1CC2 (some centres not stated)
  8.1% | 2%
> COc1ccc2cc(C)c(SCC(=O)Nc3cc(C)on3)nc2c1
  -1.2% | -2%
> CCc1ccc(NC2=NC(C(=O)c3ccccc3)CC(=O)N2)cc1 (configuration not stated)
  -2.2% | -2%
> O=C(CSc1nc2ccccc2o1)NCc1n[nH]c(=O)c2ccccc12
  -1.5% | 33%
> O=C(CN(c1ccccc1)S(=O)(=O)c1ccccc1[N+](=O)[O-])Nc1cc(Cl)cc(Cl)c1
  2.6% | 1%
> Cc1cc2ncn(C(=O)c3ccco3)c2cc1C
  -3.1% | -1%
> COc1ccc(C(=O)/C=C/c2ccc(-c3ccc(Cl)cc3Cl)o2)cc1
  5.4% | 0%
> CNC(=O)C1CC(=O)N/C(=N/N=C(\C)c2cccs2)S1 (configuration not stated)
  1.3% | ·
> O=C(O)CC(c1ccccc1)n1cccc1 (configuration not stated)
  3.1% | 1%
> Cc1nc(-c2ccccc2)sc1C(=O)Nc1ccc(-c2cn3ccccc3n2)cc1
  -2.8% | 0%
> COC(=O)c1cn(NC(=O)c2ccc3c(c2)OCO3)c(=O)c2ccccc12
  1.0% | -1%
> Cc1ccc(OCC(=O)N/N=C\c2ccncc2)cc1
  -1.3% | 1%
> Nc1cc(C(=O)N2CCCC2)cc(C(=O)N2CCCC2)c1
  5.7% | -8%
> O=C(CSc1nnc2n1CCCN2C(=S)Nc1ccc(Cl)cc1)c1ccccc1
  -0.4% | ·
> Cn1c(=O)c([N+](=O)[O-])c(NCCCO)c2ccccc21
  5.7% | 4%
> Cc1c(C(=O)NC2=NCCS2)oc2ccccc12
  3.7% | -14%
> Cc1ccc(Cn2c(Sc3nccc(C)n3)nc3c2c(=O)[nH]c(=O)n3C)cc1
  -2.3% | -12%
> CCOc1cc(/C=N/Nc2nc(N3CCOCC3)nc(N3CCOCC3)n2)ccc1OCc1ccccc1
  5.9% | 0%
> CCc1nnc(SCC(=O)Nc2ccc(C(C)=O)cc2)nc1CC
  -3.4% | -5%
> CC(C)C(NC(=O)c1cccc(S(=O)(=O)N2CCOCC2)c1)C(=O)NCCc1ccccn1 (configuration not stated)
  1.9% | -4%
> Cc1cc(Cl)ccc1OCC(=O)Nn1c(C)ccc1C
  1.9% | -4%
> Cc1cccc(-n2c(C)cc(/C=N/n3cnnc3)c2C)c1
  -1.8%&0.7% | 3%
> COc1ccc(-c2cc(-c3ccccc3)nc(N/N=C/c3ccccc3O)n2)cc1
  2.4% | 4%
> CCCOC(=O)c1c(NC(=O)CCCC(=O)O)sc2c1CCC(C)C2 (configuration not stated)
  8.4% | -1%
> CC1=CN2C(=NC(=O)CC2(C)C(=O)N(CC(=O)NC2CCCC2)c2ccccc2C)C=C1 (configuration not stated)
  -1.5% | ·
> COc1ccc(CC(=O)Nc2cccc(-c3nnc(-c4cccc(C)c4)o3)c2)cc1OC
  -0.8% | -6%
> C(=N\N1CCN(c2ccccc2)CC1)/c1ccc(-c2ccccc2)cc1
  -4.5% | -3%
> Cc1ccc(C(=O)n2nnc3ccccc32)cc1
  3.2% | ·
> Cc1nn(C)c(C)c1NC(=O)CSc1nc(-c2ccccc2Cl)nc2c1cnn2-c1ccccc1
  0.4% | ·
> Cc1c(Cl)cccc1NC(=O)c1cc2c(C)nn(-c3ccccc3)c2s1
  3.6% | 1%
> CCC(=O)N1CCc2cc(S(=O)(=O)N3CCc4ccccc43)ccc21
  · | 8%
> O=C(/C=C/c1ccccc1)NC(=S)Nc1ccc([N+](=O)[O-])cc1Cl
  2.3% | 1%
> Cc1c(C(=O)N2CCCCC2)sc(NC(=O)c2ccco2)c1C#N
  -0.3% | ·
> Cc1ccc(NC2=C(Cl)C(=O)N(Cc3ccccc3)C2=O)cc1C
  -2.2% | -1%
> CC(C)c1ccc(N2C(=O)NC(=O)/C(=C/c3cccc(O)c3)C2=O)cc1
  -4.5% | 3%
> COc1cc(/C=C/C(=O)NNc2c(F)c(F)cc(F)c2F)ccc1OC(F)F
  1.4% | ·
> COc1ccccc1CNC(=O)C1CCN(S(=O)(=O)c2c(C)noc2C)CC1
  · | -9%
> Cc1cccc(NC(=O)COC(=O)CNC(=O)C2CCCCC2)c1
  -2.9% | ·
> COc1cccc(Oc2c(C)oc3c(CN4CCOCC4)c(O)ccc3c2=O)c1
  4.4% | -6%

Next part; it opens with the three that closed the last part.
Under each structure: Hsp70 inhibitors | MKP-3 inhibition
> COc1ccccc1CNC(=O)C1CCN(S(=O)(=O)c2c(C)noc2C)CC1
  · | -9%
> Cc1cccc(NC(=O)COC(=O)CNC(=O)C2CCCCC2)c1
  -2.9% | ·
> COc1cccc(Oc2c(C)oc3c(CN4CCOCC4)c(O)ccc3c2=O)c1
  4.4% | -6%
> CCCn1c(C(O)c2ccc(OC)cc2)nc2ccccc21 (configuration not stated)
  -2.7% | ·
> CCOC(=O)c1ccccc1OCc1cc(/C=N/n2cnnc2)ccc1OC
  1.8% | ·
> CCN(CCCNC(=O)COc1cc(=O)n(C)c2ccccc12)c1ccccc1
  -4.8% | -4%
> CCN1CCN(c2ncc(C(=O)Nc3c(F)cc(F)cc3Br)c3ccccc23)CC1
  -1.3% | 8%
> CN(C)c1ncnc2c1ncn2[C@@H]1OC(CO)C(O)C1O (some centres not stated)
  -0.7% | 2%
> COc1ccc(-c2nnc(SCC(=O)Nc3sc4c(c3C#N)CCCC4)n2-c2ccccc2)cc1
  -4.6% | ·
> O=C(Cc1c(F)c(F)c(F)c(F)c1F)OC12CC3CC(C1)C(=O)C(C3)C2
  4.9% | -9%
> Cc1cc(C)nc(SCC(=O)N2c3ccccc3Sc3ccc(Cl)cc32)n1
  -4.3% | 9%
> CN(c1ncc(C(F)(F)F)cc1Cl)n1cc(C(=O)O)c2ccccc2c1=O
  -1.7% | ·
> Cn1ncc2c(Nc3ccccc3Br)ncnc21
  1.1% | -1%
> CCOC(=O)c1cnn(-c2nc(SC)nc3sc4c(c23)CCC4)c1N
  1.3% | 1%
> Cc1ccc(N)cc1NC(=O)c1ccccc1
  -6.2% | 3%
> CN(C)S(=O)(=O)N1CCN(CC(=O)Nc2cc(Cl)ccc2Cl)CC1
  -6.2% | -10%
> COCCn1c(CN(C)Cc2ccccc2)nc2c1c(=O)n(C)c(=O)n2C
  3.1% | 0%
> CCC1(CC)NC(=O)N(CC(=O)Nc2sc3c(c2C(N)=O)CCC3)C1=O
  -2.9% | 2%
> CCCCCC(=O)NC(=S)NNC(=O)CC
  -3.4% | ·
> CCOC(=O)c1cc2sccc2n1CC(=O)OC(C)C
  3.1% | 1%
> O=C(NC(=S)Nc1ccccc1N1CCCCC1)c1ccc(-c2cccc([N+](=O)[O-])c2)o1
  2.0% | ·
> O=C(CSCC(=O)NC1CC1)Nc1ccc2ccccc2c1
  4.1% | ·
> CCOc1ccc2nc(SCC(=O)Nc3ccccc3OCC)sc2c1
  2.0% | 2%
